AID2073 – disruptors of CaV2.2 binding to Mint1 – biochemical, HTRF (AID 2073); actives 0.19% (n = 290,000); inhibition, % at 20 µM, or IC50 in µM where a hit was titrated; HTRF protein-protein interaction, Mint1-CaV2.2; higher % means a stronger effect; in the data active = inhibition mostly above about 51%, no sharp cut-off; note: some results filed as inactive read as strong as hits
KOR beta-arrestin-1 – KOR agonists, beta-arrestin recruitment, primary screen, cell-based, luminescence, uHTS (AID 1777); KOR beta-arrestin recruitment, luminescence; higher % means a stronger effect; activation, % at 10 µM, or EC50 in µM where a hit was titrated; actives 0.02% (n = 280,000); in the data active = activation above about 50%, passing the limit was not always enough; note: a part of the inactive calls stands beside numbers as strong as those of hits
GPR55 antagonists – GPR55 antagonists blocking LPI-driven arrestin recruitment, primary screen, imaging, U2OS, beta-arrestin-GFP, LPI agonist (AID 2013) | U2OS GPR55 beta-arrestin-GFP translocation imaging, LPI antagonism; higher % means a stronger effect | one-dose inhibition, % at 10 µM; IC50 in µM for titrated hits | actives 0.13% (n = 290,000);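 active = spots per cell inhibited over 60%, with over 100 cells counted and total cytoplasm intensity under 500,000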;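 note: U2OS cells stably carrying GPR55 and arrestin-GFP stimulated by 5 µM LPI near EC80; imaged beta-arrestin-GFP aggregate spots per cell after agonist stimulation; plate controls were LPI-stimulated DMSO wells for no effect and DMSO wells without LPI for full effect; some results filed as inactive read as strong as hits; confirmed hits need IC50 under 10 µM and bright autofluorescent wells are also inconclusive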
NOD1 inhibition – inhibition of NOD1-driven NF-kB reporter – cell-based, luminescence, uHTS, primary screen (AID 1578). NOD1-driven NF-kB luciferase reporter cells, luminescence; higher % means a stronger effect. one-dose inhibition, % at 4 µM; EC50 in µM for titrated hits. actives 1% (n = 290,000); in the data active = inhibition mostly above about 36%, no sharp cut-off; inactive = mostly below about 34%;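 note: HEK-293T reporter cells stimulated with the NOD1 agonist gamma-tri-DAP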
GPR55 beta-arrestin – selective activators of receptor GPR55 – imaging, U2OS cells, beta-arrestin-GFP redistribution, primary screen (AID 1961). actives 0.048% (n = 290,000). U2OS GPR55 beta-arrestin-GFP redistribution imaging; higher % means a stronger effect. one-dose activation, % at 10 µM; EC50 in µM for titrated hits;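 active = activation above 40% with more than 50 cells counted in the well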;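 note: U2OS osteosarcoma cells stably expressing GPR55 and beta-arrestin-GFP; plate controls were DMSO negative control for no effect and LPI positive control for full effect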
GPR35 antagonists – GPR35 antagonists blocking zaprinast-driven arrestin recruitment, primary screen, imaging, U2OS, beta-arrestin-GFP, zaprinast agonist (AID 2058); U2OS GPR35 beta-arrestin-GFP translocation imaging, zaprinast antagonism; higher % means a stronger effect; inhibition, % at 10 µM; hits with a dose series show IC50 in µM; actives 0.052% (n = 290,000);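 active = inhibition of at least 50% with at least 30 cells and total cytoplasm GFP at most 10,000,000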
Siah-1 displacement – Siah-1 peptide-binding antagonists, primary screen, biochemical, fluorescence polarization, rhodamine-plectin, uHTS (AID 1817); Siah-1 / rhodamine-plectin peptide fluorescence polarization; higher % means a stronger effect; displacement, % at 20 µM; hits with a dose series show IC50 in µM; actives 0.02% (n = 290,000);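 active = displacement of at least 50% at 20 µM, with a fluorescence ratio check between 0.3 and a set limit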;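 note: plate controls were Siah plus tracer with DMSO for no effect and tracer alone without Siah for full effect; strong numbers were not always called active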
HIV fusion peptide – cell-free HIV fusion peptide-binding blockers – biochemical, uHTS, fluorescence dequenching, primary screen (AID 1986). cell-free peptide binding, fluorescence dequenching, 30 min; higher % means a stronger effect. inhibition, % at 20 µM, or IC50 in µM where a hit was titrated. actives 0.3% (n = 290,000); in the data active = inhibition mostly above about 52%, no sharp cut-off; inactive = mostly below about 76%; note: some results filed as inactive read as strong as hits
KOR beta-arrestin-2 – KOR antagonists, beta-arrestin recruitment, cell-based, luminescence, uHTS (AID 1778); KOR beta-arrestin recruitment, luminescence, antagonist mode; higher % means a stronger effect; actives 0.091% (n = 290,000); inhibition, % at 10 µM; hits with a dose series show IC50 in µM; in the data active = inhibition above about 50%; note: strong numbers were not always called active
Starred values were filed as active, the others as inactive; x = not tested or not shown; [ ] = dose if it differs, or a comment. Not all compounds are listed; the hit share may differ from the screen's.

No.	Compound	AID2073	KOR beta-arrestin-1	GPR55 antagonists	NOD1 inhibition	GPR55 beta-arrestin	GPR35 antagonists	Siah-1 displacement	HIV fusion peptide	KOR beta-arrestin-2
1	CC(C)(C)NC(=O)NC(=O)COC(=O)CCC1CCCCC1	-1%	1.8%	-2%	-5%	0.2%	6%	-6%	-0.6%	-4%
2	O=C1Nc2ccccc2C12OC1CCCCC1O2 (configuration not stated)	-3%	8.7%	-7%	-24%	-0.1%	-11%	1%	-0.5%	5%
3	COc1cc(-c2noc(C)c2/C=C/c2ccc(OC(C)=O)cc2)cc(OC)c1OC	3%	2.5%	-15%	-13%	-0.3%	0%	-1%	0.9%	-136%[20 µM]
4	O=C(CCC(=O)OCC(=O)c1cccc([N+](=O)[O-])c1)Nc1ccccc1Cl	2%	-0.7%	8%	-2%	-0.2%	-14%	0%	-0.5%	4%
5	CSc1ccc(S(=O)(=O)N2CCC(C(=O)Nc3ccccc3C(F)(F)F)CC2)cc1	7%	-1.5%	8%	-24%	1.3%	9%	-2%	-0.5%	-17%
6	Cc1ccc(CCNS(=O)(=O)c2cnc[nH]2)cc1	-5%	-0.4%	-7%	-19%	-0.1%	13%	6%	-0.7%	12%
7	COc1ccc(CCNC(=O)C2CCCN2C(=O)Nc2ccc(F)cc2)cc1OC (configuration not stated)	8%	1.7%	10%	-40%	0.2%	14%	2%	-0.7%	-11%[20 µM]
8	Cn1c(CC(=O)Nc2ccccc2)nnc1SCC(=O)NC1=NCCS1	-1%	-4.8%	3%	-27%	-0.2%	-4%	14%	-0.9%	-24%
9	CN(C)CCOC(=O)c1ccc2c(c1)S(=O)(=O)c1ccccc1C2=O	-11%	3.3%	10%	5%	-0.1%	4%	-2%	-3.0%	5%
10	COc1cccc(C(=O)NNS(=O)(=O)c2ccc(F)cc2)c1	13%	x	-2%	-10%	0.4%	-5%	-4%	-1.6%	-2%[20 µM]
11	S=C(Nc1ccc(Cl)cc1Cl)NC1CCCCC1	1%	4.7%	2%	-5%	-0.3%	12%	-2%	-0.5%	4%
12	CC(=O)Nc1cccc(-c2cn3ccccc3n2)c1	8%	x	5%	-30%	-0.1%	18%	14%	0.5%	-13%[20 µM]
13	COc1ccc2ccccc2c1/C=N/NC(=O)c1cccc([N+](=O)[O-])c1	43%	-8.8%	0%	-5%	-0.1%	-11%	1%	-1.2%	11%
14	COc1ccc(S(=O)(=O)N(CC(=O)Nc2ccc3c(c2)OCO3)c2ccccc2OC)cc1	0%	1.2%	0%	13%	-0.3%	-19%	-1%	-1.2%	16%
15	CCC1=C(C(=O)OC)C(c2cc(OC)ccc2OC)C(C#N)=C(N)O1 (configuration not stated)	5%	-3.1%	5%	21%	-0.1%	-2%	-1%	-5.2%	-7%
16	O=C(COC(=O)C1(c2ccc(Cl)cc2)CCCC1)Nc1ncc(C(F)(F)F)cc1Cl	-9%	-0.9%	8%	13%	-0.1%	-10%	16%	0.0%	10%
17	Cc1cc2oc(C(=O)Nc3nonc3C)c(C)c2cc1C	14%	-2.5%	6%	-60%	0.0%	19%	-4%	-1.1%	1%
18	CCOc1ccc(N(CC(=O)NC2CCCC2)S(=O)(=O)c2ccccc2)cc1	11%	-2.7%	-4%	-5%	0.6%	2%	4%	2.7%	-18%
19	CCN(CC(=O)Nc1ccc2c(c1)OCCO2)C(=O)/C=C/c1ccccc1	-13%	-1.6%	15%	-13%	-0.4%	-14%	-3%	-1.6%	8%
20	COC(=O)C(C)Sc1nc2c(cnn2-c2ccc(F)cc2)c(=O)[nH]1 (configuration not stated)	4%	0.2%	5%	-17%	0.2%	-1%	2%	6.2%	-5%
21	O=C1COc2ccc(C(=O)C[n+]3cccc(O)c3)cc2N1	6%	-1.6%	6%	6%	0.6%	4%	-1%	0.3%	23%
22	O=C(CCn1c(=O)oc2ccccc21)Nc1cccc(Br)c1	6%	2.5%	8%	-3%	-0.1%	-8%	3%	3.5%	2%
23	COc1cccc(-n2c(SCC#N)nnc2-c2cnccn2)c1	-1%	-0.2%	3%	5%	0.3%	-7%	-1%	-2.8%	15%
24	Cc1ccc(CC(=O)OCCNC(=O)c2cccnc2)cc1	-1%	-5.4%	-5%	-6%	-0.2%	0%	0%	-0.1%	-9%
25	Cc1occc1C(=O)Nc1nnc(C(F)(F)F)s1	-1%	2.6%	-2%	-13%	-0.4%	19%	-3%	1.6%	-10%
26	CCn1c(Cc2cccn2C)nnc1SCC(=O)c1ccc(C)cc1	4%	-9.8%	12%	30%	0.2%	20%	-3%	4.4%	-17%
27	O=C(Nc1ccc(N2CCCC2)cc1)c1cccc(Cl)c1Cl	-3%	4.2%	-3%	-15%	0.0%	-7%	2%	1.9%	-5%
28	C/C(=N\NS(=O)(=O)c1ccccc1)c1ccc2c(c1)OCO2	-5%	-5.4%	12%	-22%	0.2%	2%	-6%	-1.9%	13%
29	CCOC(=O)N1CCN(S(=O)(=O)c2ccc3[nH]c(=O)oc3c2)CC1	-5%	0.5%	10%	-8%	0.5%	-15%	0%	-1.2%	24%
30	Cc1cccc(C)c1N1C(=O)CC(N(O)c2ccccc2)C1=O (configuration not stated)	5%	-5.0%	2%	10%	0.3%	0%	-5%	0.6%	27%
31	CCCn1c(C)cc(C(=O)COC(=O)CN=C2NS(=O)(=O)c3ccccc32)c1C	5%	0.6%	7%	-10%	-0.4%	-13%	-3%	1.8%	43%
32	COc1ccc(N2CCN(C(=O)C3CCN(S(=O)(=O)c4ccc5c(c4)oc(=O)n5C)CC3)CC2)cc1	17%	0.4%	3%	-19%	-0.2%	-6%	4%	-0.3%	-11%
33	CCC(=O)Nc1ccc(C(=O)CSc2nc3ccccc3cc2CC)cc1	3%	-4.9%	7%	-33%	-0.3%	6%	-2%	0.6%	4%
34	COc1ccccc1-c1ccc(SCC(=O)NCCc2ccccc2)nn1	-1%	-2.3%	6%	-37%	-0.5%	-8%	0%	1.2%	14%
35	O=C(OCc1nc2scc(-c3ccccc3)c2c(=O)[nH]1)c1cccc([N+](=O)[O-])c1	2%	-3.6%	4%	-28%	0.5%	0%	-1%	0.3%	-10%
36	C=C(C)Cn1c(-c2cccc([N+](=O)[O-])c2)n[nH]c1=S	-2%	-4.5%	-2%	-13%	-0.3%	-12%	-6%	-1.3%	22%
37	Cc1c(NC(=O)c2n[nH]c(=O)c3ccccc23)c(=O)n(-c2ccccc2)n1C	6%	-1.0%	4%	-18%	0.1%	0%	13%	0.2%	26%
38	Cc1ccc(/C=N/NC(=O)CSc2nc3ccccc3c(=O)n2-c2ccccc2C)s1	-3%	-3.5%	7%	16%	0.1%	-10%	3%	3.0%	28%
39	CC(=O)Nc1ccc(S(=O)(=O)N2CCC(C(=O)NCCC(=O)NCc3ccccc3)CC2)cc1	9%	-1.1%	11%	-39%	-0.1%	7%	0%	0.2%	-6%
40	CCN(CC)CC(=O)NN=C(c1ccccc1)c1ccccc1	-2%	0.8%	29%	-14%	0.2%	0%	1%	-1.5%	8%
41	O=[N+]([O-])c1cc(Cl)ccc1Sc1ccccn1	9%	-1.0%	-3%	-6%	-0.4%	2%	6%	-0.7%	-10%
42	CCCN1C(=S)c2ccccc2C1c1ccccc1 (configuration not stated)	2%	0.2%	6%	36%	-0.1%	8%	1%	-3.1%	-13%
43	COc1ccc(N2CCN(/C(=N\S(=O)(=O)c3ccc(C)cc3)Nc3nc(C)cc(C)n3)CC2)cc1	-6%	-5.3%	1%	14%	-0.1%	-9%	-2%	4.2%	-15%
44	COc1cc(NC(=O)c2ccccc2Cl)c(OC)cc1NC(=O)CN1CCCCC1	-12%	x	11%	-34%	-0.1%	0%	5%	-1.6%	-77%[20 µM]
45	COc1ccc(S(=O)(=O)NCc2ccc(C(=O)NCCCN3CCCC(C)C3)cc2)cc1 (configuration not stated)	10%	2.8%	10%	-34%	-0.2%	19%	1%	0.7%	-49%

Whole records, quoted from the list. Values in the order: AID2073	KOR beta-arrestin-1	GPR55 antagonists	NOD1 inhibition	GPR55 beta-arrestin	GPR35 antagonists	Siah-1 displacement	HIV fusion peptide	KOR beta-arrestin-2
Entry for COc1cc(NC(=O)c2ccccc2Cl)c(OC)cc1NC(=O)CN1CCCCC1 → -12%	x	11%	-34%	-0.1%	0%	5%	-1.6%	-77%[20 µM]
Entry for CC(=O)Nc1ccc(S(=O)(=O)N2CCC(C(=O)NCCC(=O)NCc3ccccc3)CC2)cc1 → 9%	-1.1%	11%	-39%	-0.1%	7%	0%	0.2%	-6%

Next entries follow.
No.	Compound	AID2073	KOR beta-arrestin-1	GPR55 antagonists	NOD1 inhibition	GPR55 beta-arrestin	GPR35 antagonists	Siah-1 displacement	HIV fusion peptide	KOR beta-arrestin-2
46	CC(c1ccccc1)C1C(C#N)=C(N)SC(N)=C1C#N (configuration not stated)	-18%	-2.6%	1%	10%	-0.2%	-7%	1%	0.4%	-13%
47	Cc1c(Cl)cccc1Nc1nc(N)nc(CSc2nc3ccccc3s2)n1	7%	-1.2%	-10%	23%	0.2%	10%	-5%	1.0%	11%
48	CC(C)c1ccc(NC2CCCN(C(=O)CCc3cn[nH]c3)C2)cc1 (configuration not stated)	-2%	-2.0%	-10%	-20%	0.3%	5%	7%	1.5%	-14%
49	N=C(N)c1ccccc1	6%	-2.3%	5%	-7%	-0.1%	-2%	6%	1.0%	26%
50	O=C1c2cccnc2-c2ncccc21	0%	4.6%	6%	21%	-0.1%	11%	0%	-0.9%	-35%
51	Cc1cccc(CC(=O)N2CCCC2)c1	7%	-1.8%	-11%	-32%	-0.1%	5%	0%	1.0%	3%
52	CCOc1ccc(-n2cnc3sc4c(c3c2=O)CCCC4)cc1	-6%	-0.1%	-1%	-3%	0.4%	-4%	10%	-1.1%	27%
53	CN(C)c1ccc(NC(=O)C[n+]2ccccc2)cc1	-25%	-1.3%	10%	-4%	-0.1%	-2%	1%	-0.4%	22%
54	CS(=O)(=O)N1CCc2cc(C(=O)Nc3ccc(COCC(F)(F)F)cc3)ccc21	14%	-5.0%	6%	-36%	-0.1%	-1%	-1%	-1.3%	2%[20 µM]
55	CCOC(=O)CCC(=O)Nc1ccc(S(=O)(=O)N2CCc3ccccc32)cc1	9%	2.2%	5%	20%	2.4%	0%	6%	0.5%	3%
56	Cc1cccc(NC(=S)N2CCC(C(=O)c3ccc(F)cc3)CC2)c1C	32%	-1.7%	8%	-29%	0.0%	3%	3%	0.3%	45%
57	Cc1ccsc1C=C1C(=O)c2ccccc2C1=O	-12%	6.2%	6%	x	0.2%	-10%	-4%	-1.3%	-62%
58	CC(O/N=C\c1ccccc1O)C(=O)Nc1ccccc1C(=O)N1CCOCC1 (configuration not stated)	1%	-5.9%	10%	17%	-0.1%	-2%	-3%	-1.2%	12%
59	COc1cc(-n2nnnc2SCC(=O)N2CCN(c3ccc(F)cc3)CC2)c(OC)cc1Cl	1%	2.6%	14%	-16%	-0.2%	-8%	-1%	-2.3%	-7%
60	N#C/C(C(=O)NCCc1ccccc1)=C1/N=C(NC(=O)c2cccs2)c2ccccc21	10%	-2.8%	3%	16%	-0.3%	2%	-11%	0.9%	-40%
